# OXTR potentiate: human OXTR potentiators, primary screen, fluorescence, CHO-OTR cells, Fluo-8 calcium. Fluo-8 calcium fluorescence, potentiator mode; 0% = oxytocin EC15, 100% = EC100. activation, % at 3 µM. 320,000 tested, 0.061% active. AID 2445, 2010;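 active means activation above that plate's cutoff, the mean activation of tested compounds plus 3 SD, cut at about 6.6% in these data, passing the limit was not always enough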;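 further: 100% uses oxytocin at 75 nM as the full agonist control; some results filed as inactive read as strong as hits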
# Target sequence (P30559 whole entry, looked up): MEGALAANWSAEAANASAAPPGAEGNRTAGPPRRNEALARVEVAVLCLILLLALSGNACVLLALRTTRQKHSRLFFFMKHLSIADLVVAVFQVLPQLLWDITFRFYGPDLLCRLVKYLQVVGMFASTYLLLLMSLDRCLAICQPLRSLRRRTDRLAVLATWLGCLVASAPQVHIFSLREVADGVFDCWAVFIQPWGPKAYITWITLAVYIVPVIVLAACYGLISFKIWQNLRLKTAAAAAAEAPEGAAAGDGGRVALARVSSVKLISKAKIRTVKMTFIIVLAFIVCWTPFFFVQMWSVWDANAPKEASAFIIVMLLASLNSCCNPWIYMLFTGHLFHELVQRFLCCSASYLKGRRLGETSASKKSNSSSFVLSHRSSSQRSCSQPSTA
#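 Material: CHO-OTR cells, human receptor; compound dosing: single dose, 3.0 µM nominal final compound concentration; schedule: 6 min compound pre-incubation at room temperature, 100 s kinetic read; measured by: kinetic Fluo-8 calcium fluorescence; read-out basis: % activation vs EC15 and EC100 oxytocin; controls: EC15 oxytocin alone as 0%, 75 nM oxytocin as 100%; replicates: singlicate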
# CHO parental Ca: ATP-evoked calcium signal inhibitors, parental CHO, primary screen, counter-screen for OX1R antagonist project, cell-based, fluorescence, Fluo-8 calcium dye; parental CHO-K1, ATP-induced calcium, Fluo-8 fluorescence; AID 463079, 2010; 330,000 tested, 0.63% active; inhibition, % at 5.6 µM;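 active means inhibition above that plate's mean sample inhibition plus 3 SD, cut at about 26% in these data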;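 further: 0% = ATP-challenged DMSO wells and 100% = DMSO wells without ATP; some compounds past the cut are filed as inactive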
#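 material = parental CHO cells | also added = ATP as calcium-mobilizing challenge | dosing = single point at 5.6 µM | detection = intracellular calcium via Fluo-8 no-wash fluorescent dye | read-out = % inhibition | benchmarks = low control ATP plus DMSO, high control DMSO only | repeats = one well per compound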
# TAAR1 antagonist: human TAAR1 antagonists, primary screen, Fluo-8 calcium fluorescence, CHO RD-HGA16 cells; Trace amine-associated receptor 1 (Homo sapiens), Q96RJ0; inhibition, % at 3 µM; antagonist; AID 624466, 2012; 360,000 tested, 1.5% active;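 active means inhibition above a per-plate cutoff, the mean inhibition of test compounds on that plate plus 3 SD, cut at about 49% in these data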;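 further: 0% = DMSO plus EC80 beta-PEA response and 100% = DMSO alone without agonist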
#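 Test system: RD-HGA16 CHO cells with stable hTAAR1 and Gα16 / Probe or stimulus: EC80 β-phenethylamine stimulus / Times: seeding 17-24 h prior, 75-min 37 °C, 30-min RT dye loading / Detection: Fluo-8 calcium-sensitive fluorescence / Read-out basis: % inhibition scaled between DMSO and EC80 PEA controls / Repeats: singlicate, one well per test compound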
# M1 antag: human M1 muscarinic receptor antagonists, primary screen, CHO-K1 cells, Fluo-8 calcium fluorescence, 1536-well | CHO-K1 hM1, ACh EC80 antagonist | inhibition, % at 3 µM | 360,000 tested, 1.3% active | AID 588852, 2011 | Muscarinic acetylcholine receptor M1 (Homo sapiens), P11229;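 active means percent inhibition above its own plate's cutoff, namely the mean of that plate's compound wells plus 3 SD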;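 further: peak over basal fluorescence ratio during 140 s after agonist addition; 0% = ACh EC80 plus DMSO and 100% = DMSO alone without agonist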
# Target sequence (P11229 whole entry, looked up): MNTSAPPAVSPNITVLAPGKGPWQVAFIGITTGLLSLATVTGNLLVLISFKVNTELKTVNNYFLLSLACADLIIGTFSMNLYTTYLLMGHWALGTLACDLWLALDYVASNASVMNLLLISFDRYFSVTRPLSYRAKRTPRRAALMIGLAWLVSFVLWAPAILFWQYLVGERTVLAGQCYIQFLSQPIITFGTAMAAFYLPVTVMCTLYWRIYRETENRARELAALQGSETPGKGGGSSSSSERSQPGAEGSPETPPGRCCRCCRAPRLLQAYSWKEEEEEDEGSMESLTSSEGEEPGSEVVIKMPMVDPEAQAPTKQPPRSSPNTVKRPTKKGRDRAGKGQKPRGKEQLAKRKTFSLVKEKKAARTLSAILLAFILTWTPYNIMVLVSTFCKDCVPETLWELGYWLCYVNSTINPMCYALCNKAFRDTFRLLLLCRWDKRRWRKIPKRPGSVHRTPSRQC
# CHO-K1 Ca ag: counter-screen for M1 agonists: effect in parental CHO-K1 cells; AID 602248, 2012; activation, % at 3 µM; Fluo-8 calcium fluorescence; scaled to maximal ATP response, vehicle zero; 360,000 tested, 0.48% active; in the data active means activation above about 15%;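 further: untransfected CHO-K1 host cells lacking M1 receptor as counterscreen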
# CHRM1 agonist: human M1 muscarinic receptor agonists, primary screen, Fluo-8 calcium fluorescence, CHO-K1 cells, HTS; activation, % at 3 µM; CHO-K1 hM1, agonist mode; 0% DMSO, 100% acetylcholine EC100; 360,000 tested, 0.33% active; Muscarinic acetylcholine receptor M1 (Homo sapiens), P11229;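 active means activation above the run's mean compound activation plus 3 SD, cut at about 16% in these data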;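 further: peak over basal fluorescence ratio within a 140 s kinetic read after compound addition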
# TAAR1 agonist: human TAAR1 agonists, primary screen, Fluo-8 calcium fluorescence, CHO RD-HGA16 cells; Trace amine-associated receptor 1 (Homo sapiens), Q96RJ0; vehicle wells 0%, saturating PEA agonist 100%; activation, % at 3 µM; 360,000 tested, 0.99% active;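 active means activation above the mean activation of all test compounds in the run plus 3 SD, cut at about 38% in these data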
#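 System: CHO-derived RD-HGA16 cells with stable Gα16 and human TAAR1 / Times: 17-24 h plating, Fluo-8 75 min 37 °C, 30 min RT / Technique: calcium-sensitive Fluo-8 signal, excitation 470-495, emission 515-575 nm / Measure: % activation relative to PEA EC100 response / Benchmarks: DMSO and PEA EC100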
# CHO-K1 Ca antag: counter-screen for M1 antagonists: effect in parental CHO-K1 cells. ATP-induced calcium, Fluo-8 fluorescence. inhibition, % at 3 µM. 360,000 tested, 0.6% active;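 active means inhibition above a per-plate cutoff, the plate's mean sample inhibition plus 3 SD, cut at about 24% in these data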;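 further: 0% = DMSO plus EC80 ATP and 100% = DMSO alone without ATP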
# M1 PAM parental: nonselective calcium activators in parental CHO-K1 cells, primary screen, counter-screen for M1 PAM project, cell-based, Fluo-8 calcium fluorescence, full deck, 1536-well. 360,000 tested, 0.02% active. ATP EC20; 0% at ATP EC20, 100% at ATP max. activation, % at 3 µM;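 active means activation above the run cutoff, the mean activation of all test compounds plus 3 SD, cut at about 40% in these data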;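 further: peak over basal fluorescence ratio in a 140 s read after ATP addition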
# Starred values were filed as active, the others as inactive; · = not tested or not shown.
SMILES,OXTR potentiate,CHO parental Ca,TAAR1 antagonist,M1 antag,CHO-K1 Ca ag,CHRM1 agonist,TAAR1 agonist,CHO-K1 Ca antag,M1 PAM parental
COc1ccc(OC)c(NC(=O)CSc2nnc(-c3ccco3)o2)c1,-1.2,-4.1,-27.6,-14.2,1.6,0.3,3.0,-8.9,19.9
O=C(CN1CCCCCC1)NCCN1C(=O)S/C(=C\c2ccccc2Cl)C1=O,-10.4,-44.7,-7.7,-6.9,0.5,-4.6,8.8,-0.3,-13.5
CCOc1ccc(NC(=S)NC(=O)/C=C/c2ccc(Br)cc2)c([N+](=O)[O-])c1,-7.5,-22.1,-9.6,37.5*,0.4,-3.1,1.4,-23.0,27.4
Nc1cc(C(=O)OCC(=O)Nc2ccc(N3CCOCC3)cc2)ccc1Cl,-7.2,-3.7,6.9,-5.8,2.7,-2.0,1.2,-11.3,-1.0
Cc1nc2ccccc2c(=O)n1CC(=O)N1CCOCC1,-5.3,-3.4,17.8,-1.1,-0.1,-2.4,7.0,-2.3,14.1
Cc1ccc(S(=O)(=O)CCc2nnc(NC(=O)CCl)s2)cc1C,-6.2,-9.7,-17.0,-3.8,3.6,-1.9,10.1,-18.7,18.7
COc1ccc([N+](=O)[O-])cc1NC(=S)NC(=O)C(C)(C)C,-0.4,2.5,1.7,-2.7,-0.4,-5.5,-1.9,-14.1,19.1
Oc1ccccc1N=Cc1sc2ccccc2c1Cl,2.6,1.0,-2.4,-4.9,0.2,-6.9,-0.3,-10.3,16.3
COC(=O)c1nn(-c2ccccc2)c(Sc2ccc(C)cc2)c1/C=N/O,·,·,-3.8,-4.8,0.2,-5.7,1.2,-13.9,17.5
CCC(Oc1ccccc1C)C(=O)Nc1ccc(S(=O)(=O)Nc2cc(C)on2)cc1 (stereo not given),2.1,7.8,-8.5,-0.7,-0.2,-11.3,1.3,-12.3,-2.0
COc1cccc(CC(=O)NCC2COc3ccccc3O2)c1OC (stereo not given),-3.3,-14.6,2.9,-5.4,2.4,-2.5,3.4,-9.2,31.0
CC(C)C1Oc2ccccc2N(CC(=O)NC2CCCCC2)C1=O (stereo not given),0.3,-9.1,-0.7,3.8,-0.8,-12.2,4.3,-8.2,2.2
CC(NC(=O)c1cnccn1)c1ccc(S(N)(=O)=O)cc1 (stereo not given),-1.2,-6.1,-14.8,-13.7,1.7,-2.9,2.6,-11.0,23.5
CCOC(=O)c1sc(NC(=S)NC(=O)C23CC4CC(CC(C4)C2)C3)cc1C,-1.6,-7.7,-10.7,2.5,0.4,-1.4,-0.1,-5.6,13.0
Cc1ccc(S(=O)(=O)N2CCCCC2)cc1NC(=O)c1ccco1,·,·,-13.8,-6.0,0.3,-1.6,1.3,-9.2,13.8
CCCS(=O)(=O)NC(=O)C1(C)CCN(C(=O)c2cccnc2Oc2ccccc2)C1 (stereo not given),·,·,-6.6,0.7,0.1,-3.0,2.9,1.3,5.0
COC(=O)Cn1c(=NC(=O)CSCC(=O)NC2CCCCC2)sc2cc(OC)ccc21,17.2*,-21.5,·,-25.6,-0.4,-0.7,·,0.3,9.2
CS(=O)(=O)N1CCc2ccccc2C1,7.0,-8.8,-29.1,-3.9,0.4,-1.7,1.9,-6.8,13.1
CCOC(=O)N1CCN(C(=O)C2CCN(C(=O)Nc3ccccc3)CC2)CC1,11.2*,-10.8,-10.8,-17.5,0.3,-3.8,4.1,-8.3,9.2
O=C1CCNc2cc3ccccc3cc21,-4.8,-8.5,·,-3.5,-0.2,-2.3,·,1.4,1.3
O=C(CNc1ccc(Br)cc1)Nc1ccc(S(=O)(=O)N2CCCC2)cc1,-10.1,-6.0,34.9,-0.7,6.7,-3.5,24.4,-10.2,7.2
CCOC(=O)C1(CCOc2ccccc2)CCN(Cc2ccc3nonc3c2)CC1,0.6,-13.3,2.0,-3.1,0.8,-11.1,5.9,-19.1,22.5
Cc1noc(C)c1NC(=O)Nc1ccc2c(c1)C(=O)N([C@H](C)CO)C[C@H](C)[C@@H](CN(C)S(=O)(=O)c1cn(C)cn1)O2,-2.7,-3.6,0.2,-13.2,0.2,-3.5,0.8,1.4,-0.9
Cc1c(Nc2nc3ccccc3nc2N2CCN(c3ccccc3)CC2)c(=O)n(-c2ccccc2)n1C,5.1,-13.6,13.2,-2.1,1.5,-4.6,8.0,6.8,5.7
Cn1c(=O)c(=O)n(C)c2cc(S(=O)(=O)N3CCC(N4CCCCC4)CC3)ccc21,-5.5,-4.4,0.1,-8.8,0.5,-6.3,4.8,-6.3,16.4
CC(C)NC(=O)c1cc(-c2cccs2)on1,-10.4,-6.0,3.0,4.9,0.6,1.6,11.1,-1.8,6.3
Cc1c(OCc2ccccc2)c(=O)ccn1Cc1ccccc1,-9.2,-5.5,5.4,5.8,0.4,-0.9,3.3,16.9,-1.5
Cc1c(C(=O)C(C)C)n(C)c2ccccc12,-7.7,-6.1,10.6,-61.4,-0.3,1.6,4.2,9.5,-4.5
CCC(=O)N1CCN(C(=O)CC)C1c1ccccc1,-8.5,-8.7,-12.9,-1.0,-0.5,-1.1,10.4,6.1,-4.7
Cc1nc2c(c(=O)n1CCC1=CCCCC1)c1nc3ccccc3nc1n2/N=C/c1ccco1,-10.1,-9.1,44.9,1.6,1.6,-3.8,9.0,-4.9,13.2
CC(=O)c1cccc(NC(=O)c2ccoc2C)c1,-2.2,-5.7,6.8,4.7,1.0,-3.0,5.7,3.7,6.0
Cc1c(OCC(=O)NCCCN2CCCC2=O)ccc2c3c(c(=O)oc12)CCCC3,-6.4,-10.9,-13.2,-6.7,-0.1,0.8,6.2,6.6,-0.3
O=C(Nc1ccccc1)N1CCN(CCc2ccccc2)CC1,-2.8,-10.3,-5.5,-8.9,0.1,-6.8,2.2,-12.2,8.6
CC1CCN(c2nc3c(c(=O)n(C)c(=O)n3C)n2CCSc2ncccn2)CC1,-6.3,-11.4,3.0,3.0,-0.1,9.4,0.1,14.4,-9.4
c1ccc2c(c1)N1CCN=C1N2CCN1CCCCC1,-13.2,-8.2,-4.7,-36.1,0.6,-6.8,0.8,-10.4,24.3
O=C(COC(=O)c1cncc(Br)c1)NCc1ccccc1Cl,3.7,-20.4,15.1,5.2,1.0,-4.9,5.7,-11.0,13.7
COc1ccccc1OCC(=O)N1CCNC1=O,-7.1,14.9,1.6,-16.6,0.0,-0.2,1.2,-7.3,6.5
CC(C)NC(=O)c1cc2nc(-c3ccco3)cc(C(F)(F)F)n2n1,1.0,-3.5,1.1,-20.0,1.0,-3.8,11.1,-9.8,2.8
O=C(CN1CCCCCC1)Nc1cccc(NC(=O)CN2CCCCCC2)c1,-13.3,-5.5,1.4,-9.0,0.7,-3.0,0.2,5.6,1.8
O=C(Nc1scc(-c2ccccc2)c1C(=O)O)c1ccccc1Cl,-11.1,4.7,4.1,4.8,6.5,-4.1,-3.0,-3.0,9.1

# The closing 2 entries of the part above open the next one:
SMILES,OXTR potentiate,CHO parental Ca,TAAR1 antagonist,M1 antag,CHO-K1 Ca ag,CHRM1 agonist,TAAR1 agonist,CHO-K1 Ca antag,M1 PAM parental
O=C(CN1CCCCCC1)Nc1cccc(NC(=O)CN2CCCCCC2)c1,-13.3,-5.5,1.4,-9.0,0.7,-3.0,0.2,5.6,1.8
O=C(Nc1scc(-c2ccccc2)c1C(=O)O)c1ccccc1Cl,-11.1,4.7,4.1,4.8,6.5,-4.1,-3.0,-3.0,9.1
O=C(NCC1CC1)Nc1cccs1,-7.6,-18.5,-15.9,-0.7,0.1,0.2,6.6,3.8,-10.3
Cc1ccc(C23CC4CC(CC(CN)(C4)C2)C3)cc1,·,·,12.2,5.6,3.1,-4.6,10.3,-12.1,16.3
O=C(NCC(c1ccco1)N1CCCC1)c1sc2cc(F)ccc2c1Cl (stereo not given),-4.9,-36.8,-6.9,-2.6,-0.2,-7.7,-1.6,-14.4,6.4
O=C(NNc1nc2ccccc2s1)Nc1ccc(F)cc1,-2.0,-13.4,-0.6,-18.0,0.8,-1.4,-1.3,-16.2,24.0
Cc1ccccc1C(=O)NCC(=O)NNC(=O)c1cccc(Cl)c1,-2.6,-11.6,-8.7,-10.6,0.6,0.9,7.5,-18.1,-1.2
Cc1c(C(=O)O)[nH]c2c1C(=O)CC(c1ccccc1)C2 (stereo not given),-1.6,-7.8,-0.1,-44.2,0.0,3.2,12.8,1.2,15.1
CCOC(=O)C1CCCN(C(=O)c2cc(F)cc(F)c2)CC1 (stereo not given),·,·,-3.4,11.8,-0.1,-2.7,1.8,3.1,5.0
COc1cccc(C(=O)NCC(=O)N/N=C/c2cccnc2)c1,-5.4,-0.7,-0.7,-15.2,0.4,1.0,-0.2,-4.5,4.6
COc1ccc(N(C(=O)CCl)C(C(=O)NCCc2ccccc2)c2cccs2)cc1Cl (stereo not given),-6.4,-8.9,28.3,-16.6,1.6,-3.7,40.1*,-7.3,31.3
CC(C)Cn1cc(C(=O)N2CCOCC2)c2c3ccccc3n(C)c2c1=O,-7.7,-20.1,8.7,-2.4,1.7,-0.9,9.1,-13.7,0.5
O=C(Nc1ccccc1)c1nc[nH]c1C(=O)NCCCCCCNC(=O)c1[nH]cnc1C(=O)Nc1ccccc1,-5.6,-7.0,2.2,2.1,0.3,-5.1,5.0,-15.2,15.3
CC1(C)CC(C(=O)Nc2ccccc2)C(=O)O1 (stereo not given),6.2,-9.7,-12.7,-8.7,0.5,-1.6,2.2,-5.9,-12.8
N#Cc1c(-c2ccccc2)nc(N2CCOCC2)[nH]c1=O,0.0,0.3,5.0,-25.6,0.2,-0.3,2.0,-8.8,11.9
Cc1cc(C)n2c(Br)c(CSc3nc4ccccc4o3)nc2n1,-13.7,-15.7,-11.3,-8.8,0.6,-3.3,12.2,-15.6,-9.5
Cc1cccc(OC(C)C(=O)Nc2cc(Cl)ccc2-n2cncn2)c1 (stereo not given),0.8,-21.7,-8.2,-3.5,0.6,-5.0,0.2,2.4,11.5

# Source: PubChem BioAssay
